# CaV13 FRET inh: Primary screen for inhibitors of IQ motif and Ca2+-dependent inactivation inhibitor domain binding in CACNA1D, Förster resonance energy transfer in living cells, …; inhibition, % at 12.3 µM; HEK cells, CFP/YFP FRET ICDI-IQ, plate reader, 10 min; percent FRET-ratio fall versus neutral wells; 340,000 tested, 0.098% active;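 active means mean replicate inhibition of at least 30% and at least 1% of replicates passing that level; inconclusive means only one of the two criteria is met; inactive means neither criterion is met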;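 further: 0% = median of the neutral control wells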
# Granule exo inh: blocks lytic granule exocytosis | TALL-104 LAMP-1 surface exposure, flow cytometry; cells stimulated with thapsigargin and PMA | inhibition, % at 10 µM | 360,000 tested, 0.66% active | AID 651702;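 active means inhibition above about 55%, limit read from the data; inconclusive means no clear call, values can overlap the other calls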
# iPSC survival up: enhancers of human iPSC single-cell survival | hiPSC single-cell survival, ATPlite luminescence; 100% = ROCK inhibitor wells, 0% = DMSO | survival enhancement, % at 20 µM | 360,000 tested, 0.044% active; in the data active means survival enhancement above about 18%;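 further: cells exposed to compounds for 16 hours before the ATP read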
# Peg3 promoter: reduces Peg3 promoter-driven luciferase expression in HeLa | HeLa PEG-Prom luciferase reporter, luminescence, overnight | inhibition, % at 20 µM | 360,000 tested, 1.7% active | AID 588405;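 active means inhibition of at least 50% at 20 µM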
# aDG glyco up: increases alpha dystroglycan glycosylation; Pro5-aDG cells, alpha-DG glycosylation AlphaScreen (IIH6); 0% Pro5, 100% B10-LARGE cell signal; activation, % at 10 µM; 360,000 tested, 0.22% active; AID 624168;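 active means activation of at least 8% versus controls, or a plate z-score of at least 8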;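 further: Pro5 are CHO cells carrying HIG-tagged alpha-DG that lacks glycosylation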
# PDI inh: PDI (human) enzyme inhibition | P07237 | PDI insulin aggregation turbidity, A650, 90 min | inhibition, % at 10 µM | 350,000 tested, 0.052% active | AID 588391;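 active means mean inhibition across replicates of 30% or more, whatever share of single replicates reach that level; inconclusive means mean inhibition below 30% while every single replicate reaches 30%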;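 further: absorbance from insulin aggregation driven by PDI reduction with DTT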
# Target sequence (P07237 whole entry, looked up): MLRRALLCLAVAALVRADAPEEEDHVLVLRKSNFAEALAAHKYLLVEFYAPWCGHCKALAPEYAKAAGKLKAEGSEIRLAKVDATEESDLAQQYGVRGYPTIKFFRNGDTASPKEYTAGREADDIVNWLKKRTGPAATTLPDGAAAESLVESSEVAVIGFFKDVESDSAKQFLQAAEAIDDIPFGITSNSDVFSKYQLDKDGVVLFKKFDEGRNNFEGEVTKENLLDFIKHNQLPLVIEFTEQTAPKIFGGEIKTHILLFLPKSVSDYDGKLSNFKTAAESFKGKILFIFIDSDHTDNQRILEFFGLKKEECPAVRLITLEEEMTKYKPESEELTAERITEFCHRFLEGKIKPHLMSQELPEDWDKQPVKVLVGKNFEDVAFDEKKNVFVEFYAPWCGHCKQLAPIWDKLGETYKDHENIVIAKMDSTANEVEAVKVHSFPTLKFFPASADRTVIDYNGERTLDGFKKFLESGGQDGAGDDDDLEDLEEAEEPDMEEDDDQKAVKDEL
# NR2E3 ag-1: NR2E3 (human) agonism; AID 2300; Q9Y5X4; 320,000 tested, 0.12% active; GST-NR2E3/biotin-RetCOR TR-FRET, 1536-well; inhibition of corepressor binding, % at 4.78 µM;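 active means percent inhibition above the cutoff of mean plus 3 SD of all tested compounds, set per screening campaign, cut at about 20% in these data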;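 further: 0% = DMSO wells and 100% = biotin wells as full block of FRET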
# Target sequence (Q9Y5X4 whole entry, looked up): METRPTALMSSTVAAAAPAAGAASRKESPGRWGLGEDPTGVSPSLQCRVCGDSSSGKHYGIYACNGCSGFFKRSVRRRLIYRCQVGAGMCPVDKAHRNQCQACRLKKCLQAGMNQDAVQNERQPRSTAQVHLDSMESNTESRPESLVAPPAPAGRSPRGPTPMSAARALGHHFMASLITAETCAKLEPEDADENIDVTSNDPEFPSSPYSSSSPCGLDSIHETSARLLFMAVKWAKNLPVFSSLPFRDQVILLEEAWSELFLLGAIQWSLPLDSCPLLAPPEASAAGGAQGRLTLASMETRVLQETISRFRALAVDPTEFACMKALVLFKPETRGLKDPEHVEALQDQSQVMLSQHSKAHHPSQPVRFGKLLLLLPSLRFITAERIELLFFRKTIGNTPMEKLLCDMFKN
#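 Assay system: NR2E3–RetCOR corepressor complex. Quantity: 1.35 nM GST-NR2E3. Buffer or medium: pH 7.5 Tris-based buffer. Reagent: biotinylated RetCOR corepressor at 7 nM final. Schedule: 5 h at 4 °C. Detection: TR-FRET, emission read at 617 and 671 nm. Replicates: one well per compound, singlicate testing.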
# TRPM1 prom inh: inhibitors of MITF-driven TRPM1 promoter in melanoma cells | SK-MEL-5 TRPM1 promoter luciferase, 24 h | inhibition, % at 12.5 µM | 330,000 tested, 0.83% active | AID 488899;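 active means mean inhibition across replicates of 60% or more, whatever share of single replicates reaches that level; inconclusive means some that reach 60%, reason not given; inactive means mean inhibition across replicates below 60%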; further: values of inactives mirror those of a sister screen read the other way
# NR2E3 ag-2: activates human NR2E3 receptor; CHO-S Gal4-NCOR/VP16-NR2E3 two-hybrid, luciferase; inhibition of corepressor binding, % at 3.98 µM; 360,000 tested, 0.35% active; AID 602229;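 active means inhibition above the mean of all tested compounds plus 3 SD, cut at about 70% in these data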;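 further: 0% = DMSO with NR2E3 transfected cells and 100% = cells lacking NR2E3 construct; higher means lower luciferase signal from less NR2E3 corepressor binding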
# Vif imaging: inhibitors of HIV Vif. HEK293T cells, Vif self-association by quenched fluorescence, imaging, 24 h. inhibition, % at 7.49 µM. 340,000 tested, 0.35% active. AID 602346; in the data active means inhibition above about 50%, passing the limit was not always enough; inconclusive means no clear call, values can overlap the other calls; inactive means below about 31%; further: some results filed as inactive read as strong as hits
# HIF-2a inh: HIF-2a inhibition. 360,000 tested, 0.72% active. AID 624352. inhibition, % at 18.8 µM. 786-0 RCC cells HIF-2a reporter, luciferase luminescence, overnight;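 active means inhibition of the luminescence signal of 40% or more relative to plate controls, in a single-dose primary screen at 18.75 µM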
# * = called active by the depositor; ? = inconclusive; . = not tested or not shown. Compounds were not picked by outcome; overall some 3.5% were active at least once.
# The opening two compounds, ahead of the listing:
# Every second line gives: Granule exo inh	PDI inh	Peg3 promoter	Vif imaging	CaV13 FRET inh	TRPM1 prom inh	aDG glyco up	HIF-2a inh	NR2E3 ag-2	iPSC survival up	NR2E3 ag-1
1. CCCN(CCC)C(=S)NC(=O)c1ccc(Cl)cc1Cl
 : 6	-1	3	1	-12	8	0.8	-1	15	-2.4	2
2. CCOc1ccc(CN2CCN(S(=O)(=O)c3ccc(NC(C)=O)cc3)CC2)cc1
 : 0	14	17	-8	5	9	0.1	10	0	0.6	0

# The listing, from the start:
# Every second line gives: Granule exo inh	PDI inh	Peg3 promoter	Vif imaging	CaV13 FRET inh	TRPM1 prom inh	aDG glyco up	HIF-2a inh	NR2E3 ag-2	iPSC survival up	NR2E3 ag-1
1. CCCN(CCC)C(=S)NC(=O)c1ccc(Cl)cc1Cl
 : 6	-1	3	1	-12	8	0.8	-1	15	-2.4	2
2. CCOc1ccc(CN2CCN(S(=O)(=O)c3ccc(NC(C)=O)cc3)CC2)cc1
 : 0	14	17	-8	5	9	0.1	10	0	0.6	0
3. c1ccc2nc(-c3ccc(-n4ccnc4)cc3)ccc2c1
 : 1	1	-214	4	-4	-40	0.1	-135	-91	-0.2	-1
4. N=c1oc2ccccc2cc1C(=O)NC1CCCCCC1
 : -2	-14	-180	4	.	-34	0.3	-247	-26	-0.1	-3
5. CSc1ccc(CN2C(=O)C(F)(F)Oc3c(C(C)=O)cccc32)cc1
 : -28	6	2	-9	.	.	1.2	-2	49	-1.7	.
6. Cc1noc(-c2ccccc2OC(=O)c2ccccc2)n1
 : 0	5	11	6	0	0	-0.3	19	0	-2.5	-1
7. Fc1ccc(Sc2nc(-c3ccccc3)nnc2C(F)(F)F)cc1
 : 33	8	84*	-15	18	19	-0.8	85*	14	-2.7	0
8. COc1ccc(/C=C(/NC(=O)c2ccccc2)C(=O)N/N=C/c2cccs2)cc1OC
 : 0	-1	-2	10	-8	-4	-0.1	10	5	5.9	2
9. O=C(NCc1cccnc1)c1cnn2ccccc12
 : -3	12	18	0	-5	0	-0.1	2	-1	-0.2	3
10. COc1nc(Cl)cn(-c2ccc(Cl)cc2)c1=O
 : -5	3	5	13	-3	7	-0.4	-4	-20	-0.1	0
11. CCN(CC)S(=O)(=O)c1ccc(N/N=C(\C)c2ccncc2)c([N+](=O)[O-])c1
 : -10	-2	15	7	-4	-15	0.0	16	1	0.3	0
12. CC1(C)Cc2c(C#N)c(N3CCOCC3)nc(-c3ccccc3)c2CO1
 : -4	5	17	-9	-6	2	-0.2	27	5	-0.8	2
13. CC1(c2ccc(Cl)cc2)NC(=S)N2C1NC(=S)N2c1ccccc1 (configuration not stated)
 : -5	7	-30	-1	-15	8	0.2	-69	-6	-0.2	-3
14. Cn1c(SCC(=O)NC2CCCC2)nnc1-c1ccccn1
 : ?	2	11	.	-3	2	-0.3	13	-22	-0.3	1
15. O=C(CN1CCN(c2ccccn2)CC1)N(c1ccccc1)c1ccc2ccccc2c1
 : -1	8	9	22	-5	5	0.2	11	-9	-0.5	-1
16. O=C(NNC(=O)c1ccccc1)C(=O)N1CCCCC1
 : -2	1	-1	9	-5	2	0.0	-1	9	-1.1	4
17. COc1ccc(NC(=O)Cn2nnc(C(=O)NCc3ccccc3)c2N)c(OC)c1
 : 0	2	19	-3	-3	-3	-0.2	14	-4	1.3	2
18. CCOC(=O)C1CCN(C(=O)c2ccc3c(=O)n4nc(Nc5ccccc5)sc4nc3c2)CC1
 : -3	0	12	.	-12	.	0.2	6	2	-2.4	.
19. Cc1cccc(C)c1NC(=O)c1cc(S(=O)(=O)N2CCC3(CC2)OCCO3)ccc1F
 : 4	-3	3	9	-5	.	-0.1	7	0	-0.5	.
20. CCN1CCN(c2ccc(S(=O)(=O)N3CCOCC3)cc2NC(=O)c2ccc(C(F)(F)F)cc2)CC1
 : -1	5	-12	42	-6	3	0.0	5	-1	-0.3	0
21. C[C@H](NC(=O)[C@@H]1Cc2ccccc2CN1)C(=O)Nc1ccc2c(c1)OCO2
 : 2	1	-47	-1	-3	-9	-0.5	-31	-7	0.9	0
22. O=C(CCCN1C(=O)/C(=C\c2cccs2)SC1=S)Nc1ccc(O)cc1C(=O)O
 : ?	2	53*	17	-4	6	-0.2	32	-6	-0.5	-5
23. O=C(CSc1ccc2nnc(-c3ccc(F)cc3)n2n1)N1CCCc2ccccc21
 : 9	5	23	-4	-2	2	-0.3	16	-10	-0.9	2
24. COC(=O)C[C@H]1c2cc(F)ccc2S(=O)(=O)N1Cc1ccccc1OC
 : -7	-5	1	-1	-12	14	-0.2	14	2	3.7	3
25. O=c1oc(-c2ccc(F)cc2)nc2ccsc12
 : 1	3	-7	-8	-3	14	0.0	-23	-10	-3.2	3
26. O=C1CCC(c2ccc3c(c2)CCC3)=NN1
 : 1	-30	-19	0	-19	-5	0.0	-32	-17	0.6	-1
27. CC(=O)Nc1ccc(NC(=O)c2cccc(S(=O)(=O)N3CCCCCC3)c2)cc1
 : -19	0	13	?	-5	-18	0.1	32	-5	-2.1	.
28. O=S(=O)(c1cccs1)N1CCN(Cc2ccccc2)CC1
 : -2	-8	1	2	.	-8	-0.5	17	5	7.9	3
29. Cc1ccc(C(=O)CC(=O)COc2ccc(Cl)cc2C)cc1
 : -1	5	-27	-1	-15	7	0.0	-58	-22	-1.7	-1
30. Cc1cc(N/N=C/c2ccco2)c2ccccc2n1
 : -1	-2	0	-2	3	-21	0.0	-3	-21	-1.0	-2
31. COc1cccc(NC(=O)CN(C)C(=O)c2cccc(S(=O)(=O)N3CCN(c4ccc(F)cc4)CC3)c2)c1
 : -3	2	-16	-21	-6	19	0.3	-5	5	0.8	6
32. CC1(C)CC=CC(COC(=O)c2ccccc2C(=O)O)C1 (configuration not stated)
 : 14	-1	-88	-3	-10	-16	0.0	-131	-52	-2.7	.
33. COc1ccc(C2CC(c3ccc(Cl)cc3)Nc3nc(NC(=O)c4ccco4)nn32)cc1 (configuration not stated)
 : -4	0	3	.	-4	14	0.2	27	-18	-1.4	.
34. Cc1ccc(C2=NNC(C(O)C(O)C(O)CO)S2)cc1 (configuration not stated)
 : 0	3	-108	?	.	-25	0.1	-140	-46	-2.4	1
35. C=CCN1CCC(=O)C(C(=O)OCC)=C1C(=O)OCC
 : -1	5	-10	.	-6	0	-0.2	4	28	-1.0	.
36. CN(Cc1ccc(F)cc1)C(=O)c1ccc(NS(=O)(=O)c2ccc3[nH]c(=O)[nH]c3c2)cc1
 : -5	-1	-1	4	.	-1	-0.4	13	4	-0.4	-5
37. COC(=O)C(C(=O)OC)C(c1ccccc1)C(C(=O)c1ccccc1)[N+](=O)[O-] (configuration not stated)
 : -6	1	1	53*	-4	1	-0.1	5	-14	0.2	-2
38. COc1ccc(-c2nc(NC(=O)C3=NN(c4cccc(C)c4)C(=O)CC3)sc2C)cc1
 : 0	3	1	6	-3	-5	-0.3	3	-34	0.2	-3
39. O=C(CCC1CCCN(C(=O)c2ccco2)C1)NCc1ccccc1F (configuration not stated)
 : 3	4	0	3	-7	2	0.1	-12	13	0.5	3
40. Cc1ccc(OCCN2C(=O)S/C(=C\c3ccc(C)o3)C2=O)cc1
 : 7	-4	-17	2	-4	4	0.2	13	-2	4.4	-2
41. O=C(CSc1nc2sc3c(c2c(=O)n1-c1ccccc1)CCCC3)NCc1ccco1
 : 3	-6	18	10	-4	33	-0.2	-20	47	0.4	3
42. CCOc1ccc2nc(SCC)[nH]c2c1
 : 0	-3	-94	-6	-6	-45	0.1	-122	-43	7.9	1
43. Cc1cc(C)n(-c2nc3ccccc3nc2NCCc2ccccc2)n1
 : -7	1	-5	.	-7	.	-0.1	-10	14	2.7	-1
44. COc1cccc(/C=N/Nc2ncnc3c2ncn3Cc2ccccc2)c1O
 : 5	4	25	-7	-3	59	1.9	-39	16	0.0	-1
45. Cc1cccc(C)c1-n1nnnc1C(c1ccnc2ccccc12)N1CCOCC1 (configuration not stated)
 : -5	.	.	.	-6	.	-0.1	18	-14	1.8	.
46. CCOC(=O)N1CCN(Cc2nnc(-c3ccccc3Cl)o2)CC1
 : 0	-7	0	-21	-3	0	0.1	3	-23	-0.4	-2
47. CC(=O)N1CN(C2CCCC2)Cc2c1sc1c2CCCC1
 : 1	4	-4	-4	-5	1	0.5	-4	-14	-1.5	2
48. COc1ccc(NC(=O)CCc2c(C)nn(-c3ccc(N4CCOCC4)nn3)c2C)cc1
 : -3	4	-58	12	-16	-48	0.2	-90	-11	-0.4	4
49. COCC(=O)N(Cc1nc2sc(C)c(C)c2c(=O)[nH]1)C1CCCCC1
 : -1	-1	21	0	2	-6	-0.1	13	-16	-0.4	-6
50. O=C(CCn1c(=O)oc2ccccc21)N1CCN(c2ccc(F)cc2)CC1
 : -3	.	11	-1	-5	3	0.1	8	4	-0.2	3
51. O=C(NCCO)c1ccc(Cl)c(Cl)c1
 : -1	-3	10	3	.	-7	0.0	13	1	1.7	3
52. CC(=NNS(=O)(=O)c1ccc(C)cc1)c1ccncc1
 : -4	-2	-5	-5	-9	.	0.2	1	1	-4.3	.

# Eleven of these compounds, set out differently.
no.	structure	Granule exo inh	PDI inh	Peg3 promoter	Vif imaging	CaV13 FRET inh	TRPM1 prom inh	aDG glyco up	HIF-2a inh	NR2E3 ag-2	iPSC survival up	NR2E3 ag-1
39	O=C(CCC1CCCN(C(=O)c2ccco2)C1)NCc1ccccc1F (configuration not stated)	3	4	0	3	-7	2	0.1	-12	13	0.5	3
40	Cc1ccc(OCCN2C(=O)S/C(=C\c3ccc(C)o3)C2=O)cc1	7	-4	-17	2	-4	4	0.2	13	-2	4.4	-2
41	O=C(CSc1nc2sc3c(c2c(=O)n1-c1ccccc1)CCCC3)NCc1ccco1	3	-6	18	10	-4	33	-0.2	-20	47	0.4	3
42	CCOc1ccc2nc(SCC)[nH]c2c1	0	-3	-94	-6	-6	-45	0.1	-122	-43	7.9	1
43	Cc1cc(C)n(-c2nc3ccccc3nc2NCCc2ccccc2)n1	-7	1	-5	.	-7	.	-0.1	-10	14	2.7	-1
44	COc1cccc(/C=N/Nc2ncnc3c2ncn3Cc2ccccc2)c1O	5	4	25	-7	-3	59	1.9	-39	16	0.0	-1
45	Cc1cccc(C)c1-n1nnnc1C(c1ccnc2ccccc12)N1CCOCC1 (configuration not stated)	-5	.	.	.	-6	.	-0.1	18	-14	1.8	.
46	CCOC(=O)N1CCN(Cc2nnc(-c3ccccc3Cl)o2)CC1	0	-7	0	-21	-3	0	0.1	3	-23	-0.4	-2
47	CC(=O)N1CN(C2CCCC2)Cc2c1sc1c2CCCC1	1	4	-4	-4	-5	1	0.5	-4	-14	-1.5	2
48	COc1ccc(NC(=O)CCc2c(C)nn(-c3ccc(N4CCOCC4)nn3)c2C)cc1	-3	4	-58	12	-16	-48	0.2	-90	-11	-0.4	4
49	COCC(=O)N(Cc1nc2sc(C)c(C)c2c(=O)[nH]1)C1CCCCC1	-1	-1	21	0	2	-6	-0.1	13	-16	-0.4	-6

# From PubChem
